HSP90 refold inh: blocks HSP90-mediated luciferase refolding in reticulocyte lysate. Rabbit reticulocyte lysate, luciferase refolding luminescence, 3 h. inhibition, % at 5.6 µM. hit rate 0.91% among 290,000. AID 1789;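 active means inhibition above the screen-wide mean plus 3 SD, computed separately per campaign, cut at about 16% in these data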;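 further: 0% = DMSO wells and 100% = 60 µM geldanamycin wells; inhibitors lower the luminescence because luciferase stays unfolded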
aSyn UTR inh: MLPCN primary screen, SNCA 5' untranslated region | inhibition, % (tested at 7.5 µM) | alpha-synuclein 5'UTR reporter, inhibitor activity | AID 1813 | hit rate 0.82% among 300,000; in the data active means inhibition above about 60%; inconclusive means no clear call, values can overlap the other calls;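 further: H4 neuroglioblastoma cells stably carrying SNCA 5'UTR luciferase fusion; 0% = DMSO wells and 100% = positive control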
HSF1 inh: HSF1 inhibition | hit rate 0.77% among 300,000 | NIH3T3-HGL HSE-luciferase, MG132-induced, luminescence 8 h; active compounds read low | AID 2098 | activity change, negative = inhibition, % at 7.5 µM (by protocol);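 active means more than half of replicate wells show activity change below -50%, luminescence cut by over half; inconclusive means some wells, but at most half, below -50%; inactive means no replicate well below -50%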;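 further: luciferase reports HSF-1 transcriptional activity via heat shock element; 0% = median of DMSO wells and -100% = zero luminescence signal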
IEC-6 cytotox: IEC-6 cytotoxicity, counter-screen for KLF5 inhibitors. luminescence viability. inhibition, % at 5 µM. hit rate 0.78% among 290,000; in the data active means inhibition above about 22%;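 further: 0% = plate median of test compound wells and 100% = cytotoxic reference compound wells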
KLF5 inh: kruppel-like factor 5 inhibition; DLD-1 KLF5 promoter-luciferase reporter, luminescence; hit rate 0.23% among 290,000; inhibition, % at 5 µM; AID 1700;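 active means inhibition above a per-plate limit of that plate's mean compound inhibition plus 3 SD, cut at about 60% in these data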;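 further: 0% = DMSO wells and 100% = LY294002 at 200 µM; higher means less KLF5 promoter-driven luciferase light; inactives centre near -14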
HDAC3 inhib: inhibitors of human histone deacetylase 3 | AID 2718 | hit rate 0.15% among 320,000 | recombinant HDAC3, fluorogenic peptide/trypsin coupled, fluorescence | inhibition, % at 8.3 µM; in the data active means inhibition above about 26%, passing the limit was not always enough; inconclusive means no clear call, values can overlap the other calls
Target sequence (O15379 whole entry, looked up): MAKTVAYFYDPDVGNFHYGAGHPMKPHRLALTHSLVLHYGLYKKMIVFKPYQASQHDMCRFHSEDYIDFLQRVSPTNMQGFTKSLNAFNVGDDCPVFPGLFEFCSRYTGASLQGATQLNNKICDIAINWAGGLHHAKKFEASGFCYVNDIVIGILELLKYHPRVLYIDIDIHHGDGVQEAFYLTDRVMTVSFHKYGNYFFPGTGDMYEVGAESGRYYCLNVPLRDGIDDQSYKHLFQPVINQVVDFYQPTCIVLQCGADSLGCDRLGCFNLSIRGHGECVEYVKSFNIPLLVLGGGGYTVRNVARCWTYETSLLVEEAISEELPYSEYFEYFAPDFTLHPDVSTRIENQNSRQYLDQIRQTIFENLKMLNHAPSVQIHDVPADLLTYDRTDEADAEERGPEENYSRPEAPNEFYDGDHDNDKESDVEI
AI-2 QS mod: Vibrio harveyi AI-2 quorum sensing modulation | AID 2094 | Vibrio harveyi JMH597 AI-2 luminescence/OD600 ratio, 9 h; active compounds read low; strain lacks LuxN and CqsS sensors; 0 = neutral-control median | activity change, % at 7.5 µM | hit rate 0.4% among 300,000; in the data active means activity change below about -75%, passing the limit was not always enough; inconclusive means no clear call, values can overlap the other calls;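 further: luminescence divided by OD600 gain over 9 h not by final OD600 alone; inactives centre near 13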
HIF activator: HIF pathway transcriptional activation. U2OS HRE-luciferase reporter, luminescence; normalized: DMSO 0%, desferrioxamine 100%. activation, % at 7.5 µM (by protocol). hit rate 0.32% among 300,000. AID 1910;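 active means mean activation of at least 10% of the iron chelator positive control signal, with at least half of replicates also reaching 10%; inconclusive means mean and replicate majority disagree about reaching 10%; inactive means mean and most replicates under 10%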
HSF-1 act: increases HSF-1 driven luciferase reporter signal; activation, % at 9 µM; NIH3T3-HGL HSF-1 luciferase reporter, MG132, 8 h; 100% = twice DMSO control signal; AID 504408; hit rate 1.7% among 300,000;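 active means mean replicate activation of at least 50% with a set share of replicates each reaching 50%; inconclusive means only one of those two conditions met; inactive means mean below 50% and too few replicates reaching it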;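 further: 0% = median of the neutral control wells and 100% = twice that signal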
Platelet DG rel: platelet dense granule release activity; hit rate 0.22% among 300,000; AID 1663; human platelet-rich plasma, SFLLRN dense granule ATP release, luminescence; inhibition, %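 (compounds screened at 7.5 µM in platelet-rich plasma)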;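 active means mean replicate score, as percent of positive control, at or above 50; inconclusive means mean below 50 but at least one replicate at or above 50; inactive means mean and every replicate below 50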
* hit, by the source's call; ? = inconclusive; . = no result given.

SMILES	HSP90 refold inh	aSyn UTR inh	HSF1 inh	IEC-6 cytotox	KLF5 inh	HDAC3 inhib	AI-2 QS mod	HIF activator	HSF-1 act	Platelet DG rel
CC(=O)N1CCN(Cc2nc3cc(NS(C)(=O)=O)ccc3n2C)CC1	2	17	-2	-2	-10	1	8	-0.2	6	-9
CC(/C=N/Nc1nnc2c(n1)[nH]c1ccccc12)=C\c1ccco1	6	-165	3	3	11	1	28	1.0	5	-12
ONC(=Nc1ccccc1Cl)c1ccccc1Cl	2	-6	5	-6	-17	3	?	-0.4	13	8
CN(C)S(=O)(=O)c1cccc(COC(=O)c2ccc3c(c2)OCO3)c1	2	0	4	-4	3	-4	27	-0.3	15	12
CC(=O)COC(=O)C1CCN(S(=O)(=O)c2cc([N+](=O)[O-])ccc2Cl)CC1	-3	-19	2	-6	-13	-6	10	0.0	8	7
CCOc1ccc(NC(C(=O)Nc2cccc(C(C)=O)c2)c2ccccc2)cc1 (stereo not drawn)	0	0	-11	6	11	.	22	0.1	-21	-12
CC(C)(C)c1cc(OC(=O)c2ccncc2)ccc1O	7	.	.	1	-6	7	.	.	.	.
CC(=O)c1cccc(NC(=O)c2cc(C)no2)c1	-2	-29	-1	3	-24	3	10	-0.1	11	-27
COc1ccc(CCc2nnc(CCC(=O)N(C)Cc3ccnc4ccccc34)o2)cc1	-1	-30	-8	1	-14	-7	14	0.9	4	2
O=C1OCc2cc(NC(=O)C3CCCCC3)ccc21	0	7	1	-4	-10	2	24	0.3	0	-3
OCCC1CCCCN1CC(O)COCc1ccc(Cl)cc1 (stereo not drawn)	-1	15	7	-3	-3	1	6	0.0	31	0
O=C(Nc1cccnc1)c1ccc(-c2cc(Cl)ccc2Cl)o1	1	-30	2	8	-1	-5	14	0.5	2	7
COc1ccc(N(C(C)C(=O)Nc2ccc(S(=O)(=O)N3CCOCC3)cc2)S(C)(=O)=O)cc1 (stereo not drawn)	1	13	-6	-3	-15	1	-4	-0.4	0	6
CSc1ccc(S(=O)(=O)Nc2ccc3c(c2)NC(=O)CC3)cc1	-6	-5	-5	3	-10	-8	24	-0.7	0	-1
COc1cccc2sc(NN)nc12	0	-46	7	10	-18	4	-14	-0.1	17	2
Cc1ccc(CCNC(=O)c2ccc(CS(=O)(=O)Cc3ccc(F)cc3)o2)cc1	-1	-3	-6	-1	-23	?	22	-0.3	-6	-2
O=C(CN1C(=O)c2ccccc2S1(=O)=O)Nc1ccccc1	-3	24	-65*	-3	-16	-7	-1	-0.1	-74	-3
O=c1[nH]c(N2CCc3ccccc32)nc2c1CCCC2	-7	-20	3	4	5	-7	30	0.1	21	12
CCOC(=O)c1ccc(-c2ccc(/C=N/NC(=O)CN(c3cccc(C)c3)S(C)(=O)=O)o2)cc1	7	-7	10	-2	-20	-3	11	0.9	-8	3
COc1ccc(CNC(=O)C2CCC(CNc3c(N4CCC(C)CC4)c(=O)c3=O)CC2)cc1 (stereo not drawn)	5	-5	-4	-2	20	2	28	-0.1	-11	0

One compound at a time, from the list above. Values in the order: HSP90 refold inh, aSyn UTR inh, HSF1 inh, IEC-6 cytotox, KLF5 inh, HDAC3 inhib, AI-2 QS mod, HIF activator, HSF-1 act, Platelet DG rel
CCOC(=O)c1ccc(-c2ccc(/C=N/NC(=O)CN(c3cccc(C)c3)S(C)(=O)=O)o2)cc1 is listed as 7, -7, 10, -2, -20, -3, 11, 0.9, -8, 3
COc1ccc(CCc2nnc(CCC(=O)N(C)Cc3ccnc4ccccc34)o2)cc1 is listed as -1, -30, -8, 1, -14, -7, 14, 0.9, 4, 2

Later entries
SMILES	HSP90 refold inh	aSyn UTR inh	HSF1 inh	IEC-6 cytotox	KLF5 inh	HDAC3 inhib	AI-2 QS mod	HIF activator	HSF-1 act	Platelet DG rel
Cc1ccc(C)c(NC(=S)N2CCC(NC(=O)C3CCCCC3)CC2)c1	-3	9	-4	-2	1	5	12	0.1	-19	.
COc1ccc(NC2CCCN(C(=O)CCCn3cncn3)C2)cc1OC (stereo not drawn)	1	-8	-5	-6	-8	-2	4	0.1	-16	-2
COc1ccccc1-c1cc(C(=O)NCc2ccccc2)no1	-1	-26	7	-1	-11	2	21	0.5	16	-12
COc1ccc(OC)c(/C=C2/Sc3ccccc3C2=O)c1	4	-26	10	3	-18	-2	19	0.6	10	4
Cc1cc(OCC(=O)Nc2ccc3c(c2)OCCO3)ccc1Cl	-5	16	11	-4	-20	-1	.	0.4	6	15
Cc1cc(C)c(NC(=O)/C=C\C(=O)O)c([N+](=O)[O-])c1	0	-8	-16	-4	-13	3	12	-0.4	-5	15
CCN1CCN(c2ccc(NC(=O)c3cccc(F)c3)cc2Cl)CC1	-3	-82	5	0	-64	1	12	2.8	34	13
CS(=O)(=O)N1CCC(C(=O)Nc2ccc(Br)cc2F)CC1	-2	-12	3	-6	5	4	10	-0.4	4	1
O=C(Oc1ccc(C(=S)N2CCOCC2)cc1Br)c1cc(Cl)ccc1Cl	3	-10	19	0	-10	9	4	-0.1	78*	3
CC(C)c1ccc(O)c(NC(=O)c2ncn[nH]2)c1	1	-16	.	1	-52	2	37	0.2	.	-8
Cc1cccc(CS(=O)(=O)Cc2ccc(C(=O)NC3CCCC3)o2)c1	-2	6	0	4	-25	-4	-1	-0.3	-2	-5
CCOc1cc(/C=N/NC(=O)C2CCCC2)ccc1OC(C)C	-2	-14	3	7	-23	-2	14	-0.4	-8	-3
COc1ccccc1NC(=O)c1c(Nc2ccccc2C)sc(C(=O)Nc2cccc(Cl)c2)c1N	-5	17	0	-1	-32	-6	8	-0.9	-4	11
COc1ccc(NS(=O)(=O)c2ccc(O)c(NC(=O)c3cc4c(C)nn(-c5ccc(F)cc5)c4s3)c2)cc1	-1	5	9	2	-18	14	31	0.5	34	0
Cc1ccc(Cn2nnc3c(=O)[nH]c(C4CCCN(S(=O)(=O)c5ccc(F)cc5)C4)nc32)cc1 (stereo not drawn)	2	23	9	6	-9	7	13	-0.1	-2	1
COc1ccc(CCNC(=O)C2CCCN2C(=O)Nc2ccc(F)cc2)cc1OC (stereo not drawn)	3	1	-4	0	-31	-2	-1	0.4	9	3
COc1ccccc1C1C(C(N)=O)=C(C)Nc2ncnn21 (stereo not drawn)	4	-6	-4	-2	-10	-9	0	-0.3	-1	-8
O=[N+]([O-])c1ccc(C(=Nc2cccc3ccccc23)N2CCOCC2)cc1	5	-35	0	2	-5	5	8	-0.1	-1	2
Cc1ccc(C(=O)N/N=C\c2ccccc2[N+](=O)[O-])cn1	3	-111	6	6	-93	.	14	1.4	26	5
Cc1ccccc1C(=O)NN(C)c1nc2ccccc2nc1C(F)(F)F	2	-1	-4	0	-29	1	9	0.4	-7	-1
Cc1nn(C)cc1C(C)NC(=O)c1cc(COc2c(F)cccc2F)on1 (stereo not drawn)	0	-5	-2	-9	-12	-1	13	0.0	-3	-6
Cc1ccc(/C=N/NC(=O)CNC(=O)COc2ccccc2)o1	1	7	2	-4	-20	-4	12	0.4	-5	-10
CC(C)(C)NC(=O)CN1CCC(O)(c2ccccc2)CC1	-1	12	-1	4	-1	-6	6	0.2	0	-7
COc1cccc(C(=O)CN2C(=O)C(C)(C)Oc3ccc(C(=O)N4CCCCCC4)cc32)c1	2	15	11	4	-5	1	9	-0.3	46	.
COc1ccccc1/C=C1\SC(=O)N(CCC(=O)N(C)C2CCS(=O)(=O)C2)C1=O (stereo not drawn)	-1	-42	1	-1	-9	4	5	0.7	9	2
Cc1ccc(S(=O)(=O)Nc2ccccc2C(=O)N2CCN(C)CC2)cc1	1	0	-2	4	3	1	22	-0.4	-9	6
C=CCc1ccccc1OCC(O)CNC (stereo not drawn)	-1	9	-1	4	-17	-7	23	-40	15	-5
Cc1cccc(OC(=O)c2cccnc2)c1	5	4	2	2	5	23	17	-2.6	4	9
COc1cc(C(C)=O)ccc1OCC(=O)Nc1ccccc1N1CCCCC1	.	-27	1	.	.	-1	20	3.4	-13	11
O=C(Cn1nc(Cc2ccncc2)c2ccccc2c1=O)N1CCc2ccccc2C1	1	.	.	2	-10	-2	.	.	.	.
COc1ccc(NS(=O)(=O)c2cccc(C(=O)NCCCN3CCCC3=O)c2)cc1	.	21	-6	.	.	-1	25	-5.2	5	2
COc1ccc(CN(C(=O)CN2C(=O)c3ccccc3S2(=O)=O)C(C(=O)NCC2CCCO2)c2ccco2)cc1 (stereo not drawn)	-3	-4	-3	-8	1	-3	18	-9.6	0	14
Cc1ccc(NC(=O)CS(=O)CC(=O)NCC2CCCO2)cc1 (stereo not drawn)	6	3	-1	6	-17	2	42	-0.7	7	2
O=c1[nH]cccc1-c1nc2ccccc2[nH]1	-3	-132	2	5	-59	-284	21	2.6	41	4
Cc1ccc(SCC(=O)N(Cc2nc(-c3ccccc3)no2)C(C)C)cc1	5	-37	2	-1	4	4	17	-0.5	17	-1
NC(=O)C1CCN(CC(=O)Nc2ccccc2Sc2ccccc2)CC1	2	-11	-3	-4	-13	-4	3	0.1	18	2
CCOC(=O)C1=C(C)N(C)C(=O)NC1c1c(C)nn(-c2ccccc2)c1C (stereo not drawn)	10	-11	-2	-2	0	-1	12	0.3	7	4
Cc1nnc(SCc2cc(=O)[nH]c(/N=C(\N)Nc3ccccc3)n2)s1	7	4	3	1	-25	2	16	0.7	2	5

Reformatted: entries from further up.
O=C1OCc2cc(NC(=O)C3CCCCC3)ccc21
  HSP90 refold inh: 0
  aSyn UTR inh: 7
  HSF1 inh: 1
  IEC-6 cytotox: -4
  KLF5 inh: -10
  HDAC3 inhib: 2
  AI-2 QS mod: 24
  HIF activator: 0.3
  HSF-1 act: 0
  Platelet DG rel: -3

ONC(=Nc1ccccc1Cl)c1ccccc1Cl
  HSP90 refold inh: 2
  aSyn UTR inh: -6
  HSF1 inh: 5
  IEC-6 cytotox: -6
  KLF5 inh: -17
  HDAC3 inhib: 3
  AI-2 QS mod: ?
  HIF activator: -0.4
  HSF-1 act: 13
  Platelet DG rel: 8

COc1ccc(NS(=O)(=O)c2ccc(O)c(NC(=O)c3cc4c(C)nn(-c5ccc(F)cc5)c4s3)c2)cc1
  HSP90 refold inh: -1
  aSyn UTR inh: 5
  HSF1 inh: 9
  IEC-6 cytotox: 2
  KLF5 inh: -18
  HDAC3 inhib: 14
  AI-2 QS mod: 31
  HIF activator: 0.5
  HSF-1 act: 34
  Platelet DG rel: 0

COc1ccc(NC2CCCN(C(=O)CCCn3cncn3)C2)cc1OC (stereo not drawn)
  HSP90 refold inh: 1
  aSyn UTR inh: -8
  HSF1 inh: -5
  IEC-6 cytotox: -6
  KLF5 inh: -8
  HDAC3 inhib: -2
  AI-2 QS mod: 4
  HIF activator: 0.1
  HSF-1 act: -16
  Platelet DG rel: -2

3 compounds from above, sorted by formula weight, smallest number first.
SMILES	HSP90 refold inh	aSyn UTR inh	HSF1 inh	IEC-6 cytotox	KLF5 inh	HDAC3 inhib	AI-2 QS mod	HIF activator	HSF-1 act	Platelet DG rel
Cc1nnc(SCc2cc(=O)[nH]c(/N=C(\N)Nc3ccccc3)n2)s1	7	4	3	1	-25	2	16	0.7	2	5
O=C(Cn1nc(Cc2ccncc2)c2ccccc2c1=O)N1CCc2ccccc2C1	1	.	.	2	-10	-2	.	.	.	.
COc1cccc(C(=O)CN2C(=O)C(C)(C)Oc3ccc(C(=O)N4CCCCCC4)cc32)c1	2	15	11	4	-5	1	9	-0.3	46	.
